# IP6K1 inh: inhibitors of human IP6K1; activity change, % (series mostly up to about 58 µM); 140,000 tested, 0.81% active; AID 1645851; IP6K1 kinase, ADP-Glo luminescence, 2 h; stronger effect = lower value; Q92551; in the data active = activity change below about -25%
# Target sequence (Q92551 whole entry, looked up): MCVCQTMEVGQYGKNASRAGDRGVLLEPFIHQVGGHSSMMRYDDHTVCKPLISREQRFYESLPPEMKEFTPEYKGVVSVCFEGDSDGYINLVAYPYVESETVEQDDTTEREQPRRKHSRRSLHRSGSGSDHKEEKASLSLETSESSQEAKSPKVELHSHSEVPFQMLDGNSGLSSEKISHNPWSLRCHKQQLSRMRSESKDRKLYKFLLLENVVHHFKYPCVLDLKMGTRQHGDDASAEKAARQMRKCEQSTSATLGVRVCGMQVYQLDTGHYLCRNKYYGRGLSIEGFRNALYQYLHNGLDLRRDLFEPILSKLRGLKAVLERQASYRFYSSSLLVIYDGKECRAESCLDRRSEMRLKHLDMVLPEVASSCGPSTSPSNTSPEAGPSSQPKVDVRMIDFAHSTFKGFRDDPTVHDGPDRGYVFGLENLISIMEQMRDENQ
#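 ADP-Glo luminescence measures ADP made by human IP6K1 during a 2 h RT reaction with ATP/IP6 (mix at 1.3 mM/130 uM); top library doses 57.5 and 19.1 uM final.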
# HEK293 tox: HEK 293 cell cytotoxicity; HEK 293 viability, ATP luminescence (CellTiter-Glo), 48-72 h; Potency, µM (top dose mostly 115 µM), for the others: top-dose activity change, negative = cytotoxicity, usual class: inhibitors; 94,000 tested, 6.6% active; note: potency is the fitted concentration of half-maximal effect; nearly all actives have a fitted effect of over 60% in size
#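 HEK 293 seeded at 250 cells/well receive compound via pintool. After 48 or 72 hr at 37 degree Celsius, 5% CO2 and 95% humidity, CellTiter-Glo is dispensed and luminescence read following 10 min at room temperature.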
# Luciferase inh: blocks purified firefly luciferase enzyme activity; P08659; purified P. pyralis luciferase, luminescence, biochemical; Potency, µM (top dose mostly 115 µM), without a hit: at the highest dose activity change, negative = inhibition, most hits filed as inhibitors; 76,000 tested, 2.5% active; AID 1347043; note: potency is the fitted concentration of half-maximal effect; nearly all actives have a fitted effect of over 65% in size
# Target sequence (P08659 whole entry, looked up): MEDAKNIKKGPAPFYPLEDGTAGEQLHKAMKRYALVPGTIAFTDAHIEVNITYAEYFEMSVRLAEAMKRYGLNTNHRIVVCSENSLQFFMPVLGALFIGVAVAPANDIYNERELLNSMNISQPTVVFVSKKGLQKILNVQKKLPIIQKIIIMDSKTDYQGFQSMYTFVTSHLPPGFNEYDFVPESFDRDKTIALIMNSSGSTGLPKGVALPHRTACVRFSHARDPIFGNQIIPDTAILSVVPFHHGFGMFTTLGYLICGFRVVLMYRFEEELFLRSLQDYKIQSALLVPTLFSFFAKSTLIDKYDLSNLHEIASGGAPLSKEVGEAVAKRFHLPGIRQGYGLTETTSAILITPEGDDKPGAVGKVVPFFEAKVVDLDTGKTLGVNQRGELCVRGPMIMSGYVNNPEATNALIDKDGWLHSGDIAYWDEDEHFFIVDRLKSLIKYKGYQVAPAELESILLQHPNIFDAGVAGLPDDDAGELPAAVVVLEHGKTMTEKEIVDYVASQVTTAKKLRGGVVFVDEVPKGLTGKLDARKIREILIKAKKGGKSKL
#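 Inhibitors were tested against purified firefly luciferase in a biochemical, low-substrate format (both substrates at 10uM) and luminescence measured with a CCD imager.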
# HEK293 viab: cell viability loss counter-screen | HEK-293-SNCA-luc viability, GF-AFC fluorescence, 24 h | Potency, µM (titrated, usually from 57.1 µM), without a hit: at the highest dose activity change, negative = cytotoxicity, actives largely listed as cytotoxic | 150,000 tested, 0.12% active | AID 1671193;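 note: potency is the fitted concentration of half-maximal effect; 0% = DMSO-treated cells and -100% = medium-only wells without cells; nearly all actives have a fitted effect of over 30% in size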
#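 HEK-293-SNCA-luc cells (1500/well) plated 24 h, then exposed 24 h to a dilution series; GF-AFC added 30 min at 37C, fluorescence 405/540 nm; normalised to medium-only and DMSO wells, Hill fit.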
# GPT2 inh: inhibitors of human GPT2 alanine aminotransferase | 100,000 tested, 0.25% active | AID 1671188 | Potency, µM (series often up to 57.7 µM), for the others: at the highest dose activity change, negative = inhibition, hits mostly inhibitors | Q8TD30 | Recombinant GPT2, coupled pyruvate oxidase/HRP Amplex Red fluorescence; note: potency is the fitted concentration of half-maximal effect; nearly all actives have a fitted effect of over 60% in size; many of its hits are not listed in these tables
#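 Recombinant GPT2 (10ng/uL) with 250uM a-KG and 2mM L-alanine, 30 min at room temperature, in HEPES pH 7.5 buffer. Pyruvate detected by pyruvate oxidase/HRP/Amplex Red fluorescence after 30 min in the dark; AOA (50uM) as positive control.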
# NIH3T3 tox: kills NIH 3T3 cells; NIH 3T3 viability, CellTiter-Glo ATP luminescence, 48-72 h; Potency, µM (titrated, usually from 96.7 µM), for the others: at the top dose activity change, negative = cytotoxicity, actives largely listed as inhibitors; 94,000 tested, 4.3% active; AID 1345082; note: potency is the fitted concentration of half-maximal effect; nearly all actives have a fitted effect of over 55% in size
#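 First NIH 3T3 cells are plated at 400 cells/well; next compound is pinned in; then plates incubate 48 or 72 hr at 37 °C; finally CellTiter-Glo is added and luminescence read after 10 min.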
# SNCA expr inhib: SNCA gene expression inhibition | HEK-293 SNCA-luciferase knock-in, luminescence, 24 h | Potency, µM (series often up to 57.2 µM), inactives show top-dose activity change, negative = inhibition, hits mostly inhibitors | 140,000 tested, 0.17% active | AID 1671194;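 note: potency is the fitted concentration of half-maximal effect; plate controls were DMSO cells for no effect and cell-free wells for full effect; nearly all actives have a fitted effect of over 45% in size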
# An asterisk follows results filed as active; i = inactive; u = inconclusive; x = no result given; [ ] = another dose, or the depositor's remark. Unless noted, calls come from the whole dose curve; as a rule, active = well fitted curve in the direction sought with a large enough effect; inconclusive = small, poorly fitted or top-dose-only effect, or another doubt; inactive = no such curve, though single readings can be large; an effect the other way counts as inactive or inconclusive. Unless noted, % is set by controls: 0 for no effect and ±100 for the full control effect. These rows are one share of the data (hit frequency here may not be typical).
# The line under a structure holds: IP6K1 inh	HEK293 tox	Luciferase inh	HEK293 viab	GPT2 inh	NIH3T3 tox	SNCA expr inhib
COc1cc(NC(=O)CN2C(=O)COc3ccc(S(=O)(=O)NC4CCCC4)cc32)cc(OC)c1
    23	x	x	u	x	x	-11%
Cc1ccc(CSc2ncc(Cl)c(C(=O)Nc3nnc(C)s3)n2)cc1
    -9	x	x	-2%	x	x	-7%
Cc1cc(C(=O)N2CC(F)(F)C[C@H]2c2nc(C3CC3)no2)on1
    -6	-4%	-6%	8%	-3%	-14%	-8%
CCn1ncc(N2CCC(NC(=O)CCC(C)C)CC2)cc1=O
    1	i	8%	2%	0%	-1%	-7%
CCOc1ccc(CCNC(=O)Cn2c(-c3cccs3)cc3ccccc32)cc1
    -7	x	x	3%	x	x	5%
COc1cccc(-c2ccc(CN3CCCC(NC(=O)NC(C)C)C3)cc2)c1 (stereo not given)
    4	u	x	x	x	u	x
Cc1ccc(C(=O)COC(=O)c2cc(-c3ccc(Cl)cc3)nc3ccccc23)cc1
    9	x	x	-2%	x	x	-2%
COC(=O)N(C)Cc1ccc(-c2ccccc2)cc1
    -8	u	u	10%[87.6 µM]	-8%[88.5 µM]	u	217%[activator][87.6 µM]
Cc1ccc(Sc2c(C)nn(-c3ccccc3)c2OC(=O)CC(C)C)cc1
    -11	x	x	14%	x	x	-19%
Cc1cc(O)c2ccccc2c1O
    -28*	x	x	-9%[23.9 µM]	u	x	-6%[25.6 µM]
COc1ccc(-n2nc(C(=O)Nc3cc(C)ccn3)c3c4ccccc4n(C)c3c2=O)cc1
    2	x	x	11%	x	x	12%
COc1ccc(-c2noc(CC3CCN(C(=O)c4cc(F)ccc4Cl)CC3)n2)cc1
    0	u	0%	-12%	i	u	u
COc1ccc(F)c(-c2nc(CN3CCN(S(N)(=O)=O)CC3)c(C)o2)c1
    2	u	-12%	-12%	-32%	-25%	-1%
O=C1N(Cc2ccccc2)c2ccccc2C12CCN([S+](=O)([O-])c1ccccc1)C2 (stereo not given)
    1	-27%	-9%	-20%	i	u	u
COC[C@H]1C[C@@H](NC(=O)c2ccc(C(F)(F)F)cc2)[C@H](O)[C@@H]1O
    -6	1%[172 µM]	-1%[172 µM]	2%[87.6 µM]	i	i	20%[87.6 µM]
CNC(=O)[C@@H]1CNC[C@H]1C1CCN(C)CC1
    11	i	-1%	3%[12.5 µM]	i	0%	-14%
COCCNC(=O)c1coc(COc2ccc3c(c2)C(c2ccc(C)cc2)N(C(=O)C2CC2)CC3)n1 (stereo not given)
    14	25µM*	-13%	8%	i	u	-5%
Cc1ccc(C)c(N2CCN(C(=O)C3CCC(CNS(=O)(=O)c4ccc(Br)s4)CC3)CC2)c1 (stereo not given)
    18	x	x	-12%	x	x	-6%
CCOc1ccc(NC(=O)N2CC=C(c3c[nH]c4ccccc34)CC2)cc1
    26	x	x	-4%	x	x	5%
CCCCNC(=O)CSc1nc2cc3c(cc2c(=O)n1CCCCCC(=O)NCc1ccc2c(c1)OCO2)OCO3
    21	x	x	4%	x	x	15%

# Fetched by structure from above:
# The line under a structure holds: IP6K1 inh	HEK293 tox	Luciferase inh	HEK293 viab	GPT2 inh	NIH3T3 tox	SNCA expr inhib
CNC(=O)[C@@H]1CNC[C@H]1C1CCN(C)CC1
    11	i	-1%	3%[12.5 µM]	i	0%	-14%
Cc1ccc(C(=O)COC(=O)c2cc(-c3ccc(Cl)cc3)nc3ccccc23)cc1
    9	x	x	-2%	x	x	-2%
Cc1ccc(C)c(N2CCN(C(=O)C3CCC(CNS(=O)(=O)c4ccc(Br)s4)CC3)CC2)c1 (stereo not given)
    18	x	x	-12%	x	x	-6%
COC(=O)N(C)Cc1ccc(-c2ccccc2)cc1
    -8	u	u	10%[87.6 µM]	-8%[88.5 µM]	u	217%[activator][87.6 µM]

# Back to the main list, repeating the four entries before the break.
# The line under a structure holds: IP6K1 inh	HEK293 tox	Luciferase inh	HEK293 viab	GPT2 inh	NIH3T3 tox	SNCA expr inhib
COCCNC(=O)c1coc(COc2ccc3c(c2)C(c2ccc(C)cc2)N(C(=O)C2CC2)CC3)n1 (stereo not given)
    14	25µM*	-13%	8%	i	u	-5%
Cc1ccc(C)c(N2CCN(C(=O)C3CCC(CNS(=O)(=O)c4ccc(Br)s4)CC3)CC2)c1 (stereo not given)
    18	x	x	-12%	x	x	-6%
CCOc1ccc(NC(=O)N2CC=C(c3c[nH]c4ccccc34)CC2)cc1
    26	x	x	-4%	x	x	5%
CCCCNC(=O)CSc1nc2cc3c(cc2c(=O)n1CCCCCC(=O)NCc1ccc2c(c1)OCO2)OCO3
    21	x	x	4%	x	x	15%
OC(c1cccc(C(F)(F)F)c1)c1nc(Nc2ccc(F)cc2)n[nH]1 (stereo not given)
    2	79µM*	6%[172 µM]	0%[87.6 µM]	3%[88.5 µM]	u	-33%[87.6 µM]
Cc1cc2cc(-c3c(C)noc3C)nc(Nc3cccc(F)c3)c2o1
    10	u	-9%[172 µM]	-19%[87.6 µM]	-2%[88.5 µM]	u	u
Cc1nnc(N2CCC(C(=O)N3CCCCC3)CC2)c2nn(-c3ccc(Cl)cc3)c(C)c12
    4	x	x	-1%	x	x	4%
COc1ccc(CNc2nc3c(-c4cccc(C)c4)nnn3c3ccccc23)cc1
    -13	x	x	-2%	x	x	57%[activator]
CN(C)c1ccc(C(=O)NC[C@H]2O[C@@H](CO)[C@@H](O)[C@H]2N2CCN(c3ccccn3)CC2)cc1
    -13	1%	8%	0%	i	0%	-23%
Cc1ncc([N+](=O)[O-])n1CC(O)CCl (stereo not given)
    14	x	x	23%[23.9 µM]	0%	x	20%[25.6 µM]
O=C(O)c1ccc(O)c2ncc(N3CCCN(CCc4cccc5ccccc45)CC3)cc12
    -13	x	x	-47%	u	x	x
CC(=O)c1cc(CC(=O)N[C@@H]2COCC[C@@H]2OCc2ccccc2)cs1
    -20	3%	-4%	-12%	i	2%	-4%
Cc1ccc(-n2cccc2CC(=O)NC(C)(C)C)cc1
    -4	u	2%	-19%	i	-25%	4%
Cc1ccccc1-c1nc2scc(CCNC(=O)C(=O)Nc3ccc(F)cc3F)n2n1
    -4	x	x	16%	x	x	18%
CCN(CC)S(=O)(=O)c1ccc2c(c1)c(=O)c(C(=O)NCc1ccccc1Cl)cn2C
    -12	x	x	-11%	x	x	21%
Cc1ccc(-c2noc(CNC(=O)c3ccc(C(C)(C)C)cc3)n2)cc1
    -19	x	x	6%	x	x	58%[activator]
CC(C)=CCn1c(-c2ccc(F)cc2)cn2cc(C(=O)N3CC[C@H](O)C3)nc2c1=O
    20	-15%	6%	-7%	u	u	-3%
Cn1nc(C2CCCN(C(=O)Nc3ccc4c(c3)OCCO4)C2)n(C2CCCC2)c1=O (stereo not given)
    -10	12%	32µM*	-10%	1%	2%	39%
Cc1ccc(NC(=O)CC2Sc3ccc(C(F)(F)F)cc3NC2=O)cc1 (stereo not given)
    18	x	x	9%	x	x	u
COC(=O)CNC(=O)C1CCN(C(=O)c2ccc(-c3cncnc3)cc2)CC1
    6	-1%	x	x	x	0%	x
CCc1ccc(C(=O)c2c(N)c(-c3nc(-c4ccc5c(c4)OCO5)cs3)c3ccccn23)cc1
    22	x	x	-4%	x	x	63%[activator]
N#Cc1ccc(C(=O)Nc2ccc([C@H]3OCC(=O)N(C4CCOCC4)[C@@H]3CO)cc2)cc1
    10	-4%	-29%	0%	4%	1%	3%
CN[C@@H]1[C@@H](O)[C@@H](O[C@@H]2[C@@H](O)[C@H](O[C@H]3O[C@H](CN)[C@@H](O)[C@H](O)[C@H]3O)[C@@H](N)C[C@H]2NC(=O)[C@@H](O)CN)OC[C@]1(C)O
    11	x	x	-10%	-5%	x	x
COc1ccc(Cl)cc1C(=O)NC1CCN(C(=O)c2cc3c(=O)[nH]c(C)cn3n2)CC1
    8	i	-8%	5%	5%	-9%	6%

# The line under a structure holds: IP6K1 inh	HEK293 tox	Luciferase inh	HEK293 viab	GPT2 inh	NIH3T3 tox	SNCA expr inhib
COc1ccccc1N1CCN([C@H]2[C@@H]3OC[C@@H](O3)[C@@H](NCc3ccc4c(c3)OCO4)[C@@H]2O)CC1
    0	-18%	-4%	4%	-5%	-14%	-24%
Cc1cc(C)c(NC(=O)Cc2csc(C)n2)c(Cl)c1
    7	x	x	8%	x	x	10%
COc1cccc2sc(=NC(=O)c3ccc(S(=O)(=O)N4CCCCC4)cc3)n(C)c12
    27	x	x	-1%	x	x	43%[activator]
O=C(c1cccc2nccnc12)N1CCC(Cc2nc(-c3ccccc3)n[nH]2)CC1
    -7	-17%	0%	7%	-8%	-21%	-7%
Cc1nn(Cc2noc(C(=O)NCc3ccc(F)cc3)n2)c(C)c1Br
    8	x	x	9%	x	x	33%[activator]
O=C(NC[C@H]1OC[C@@H](NC2CCC(F)(F)CC2)[C@@H]1O)c1ccccc1
    -9	3%[172 µM]	-1%[172 µM]	-3%[87.6 µM]	i	i	21%[87.6 µM]
O=C(Cc1cccs1)N1CCCCCC1c1nnc(-c2ccccc2)o1 (stereo not given)
    -9	u	x	-16%	i	-16%	12%
O=C(NCCc1ccccc1F)c1ccc2nnc(-c3cc[nH]c3)n2c1
    -3	u	x	-22%[87.6 µM]	i	u	-17%[87.6 µM]
COc1ccc(C(=O)NCCc2sc(-c3cccc(F)c3)nc2C)cc1
    20	x	x	u	x	x	-8%
O=C(NC1CCCC1)C1CCCN1C(=O)c1cccc(-c2cccnc2)c1 (stereo not given)
    -13	i	x	x	x	1%	x
CCN(CC)c1cc(C)c2cc(NC(=O)c3ccc(F)cc3Cl)ccc2n1
    13	x	x	-16%	x	x	-29%
COc1ccc(-c2cc(C(=O)NCc3cccnc3)c3c(c2)N(C)CCO3)cc1OC
    -6	u	-25%[172 µM]	-7%[87.6 µM]	3%[88.5 µM]	u	2%[87.6 µM]
COc1cccc2c1OCC(C(=O)N1CCC(NS(C)(=O)=O)CC1)C2 (stereo not given)
    37	-10%	-2%	6%	2%	-13%	-11%
Cc1ccc(CNC(=O)CCCCCn2c(=O)c3sccc3n(CC(=O)C(C)(C)C)c2=O)cc1
    -3	x	x	-13%	x	x	u
CN1[C@@H](CCC(=O)N2CCN(c3ccccc3)CC2)CNC(=O)[C@@H]2[C@H]1CCN2Cc1csnn1
    8	-9%	4%	-1%	-2%	u	u
CC[C@H]1CN(S(=O)(=O)c2ccc(OC)cc2)CC[C@H]1CC(=O)NCCOC
    -9	-8%[172 µM]	3%[172 µM]	-15%[87.6 µM]	3%[88.5 µM]	-27%[174 µM]	-3%[87.6 µM]
N#Cc1cccc(-c2c(C(=O)N3CCOCC3)nc3sccn23)c1
    6	i	x	9%	4%	-7%	-9%
COc1ccc(C(=O)Nc2ccc3c(c2)CN(CCc2ccccc2)C(=O)C(C)O3)cc1OC (stereo not given)
    -10	u	u	u	-16%	u	-2%

# Screening results deposited in PubChem BioAssay by National Center for Advancing Translational Sciences (NCATS).
